MrgX1 antagonist – antagonists of human MrgX1 receptor, primary screen, HEK293 cells, Fluo-4 calcium flux | 310,000 compounds, 1.3% hits | AID 588676, 2011 | BAM8-22 antagonism; hits give low values | B-score at 10 µM;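 active = calcium-response B-score plate-corrected more than 3 library SD below zero, starting fluorescence within 5 deviations, no agonist response on first addition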;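 also: peak minus trough fluorescence over baseline after final BAM8-22 challenge near maximal dose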
SKKanGAS inh – S. pyogenes SKKanGAS growth inhibitors in kanamycin, primary screen, streptokinase expression inhibitor project, SKKanGAS strain, BacTiter-Glo luminescence. 6 h. 300,000 compounds, 1.3% hits. AID 1662, 2009. inhibition, % at 7.5 µM;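 active = mean replicate score, as percent of positive control median, at least 50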;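 also: strain carries kanamycin resistance gene driven by streptokinase promoter and grows in 40 µg/ml kanamycin; loss of luminescence reflects streptokinase promoter inhibition or plain growth inhibition; 0% = median of DMSO wells and 100% = positive control at its reference dose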
ANO1 activ – TMEM16A chloride channel activators or potentiators, primary screen, cell-based, HTS; Anoctamin-1 (Mus musculus), Q8BHY3; HEK293 TMEM16A/YFP-H148Q/I152L, iodide quench fluorescence; hits give low values; B-score at 10 µM; 340,000 compounds, 0.3% hits;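 active = fluorescence-ratio B-score plate-corrected deviation score at least 3 library SD below zero, with starting fluorescence score within 5 deviations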;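 also: channel opened by trigger with iodide after compound preincubation; score built on the fluorescence ratio of max minus min over baseline; more negative score means more quench and so TMEM16A activation or potentiation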
TRPC4 agonist – activators of mouse TRPC4 channel, primary screen, Fluo4 calcium, HEK293 TRPC4beta/mu-opioid cells; AID 2237, 2010; B-score at 10 µM; Fluo4 calcium fluorescence; hits give high values; 310,000 compounds, 0.49% hits;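 active = B-score above 5 SD of library B-scores, and initial fluorescence ratio not above library mean plus 5 SD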;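 also: positive B-score marks a calcium rise read as TRPC4 activation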
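Material: TRPC4beta and mu-opioid receptor HEK293 stable cells | Incubation: 45 min room-temperature Fluo4 loading, 110 s read | Detection: Kinetic Fluo4 calcium fluorescence | Measure: Integrated baseline-normalised fluorescence ratio, converted to per-well B score | Benchmarks: Low control buffer alone, high control maximal DAMGO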
TRPC4 potent – positive allosteric modulators of TRPC4, primary screen, cell-based, mouse TRPC4beta, HEK293 mu-opioid, Fluo-4 calcium; DAMGO EC20, Fluo-4 Ca2+ flux; hits give high values; B-score at 10 µM; 310,000 compounds, 0.42% hits; AID 2227, 2009;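 active = B-score of calcium response area above 5 SD of library B-scores, with initial fluorescence ratio within 5 SD of library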;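 also: B-score of integrated fluorescence ratio over time as area under calcium response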
TRPC4 block – inhibitors of mouse TRPC4 channel, primary screen, Fluo4 calcium, HEK293 TRPC4beta/mu-opioid cells | DAMGO-evoked Fluo4 calcium flux; hits give low values | AID 2247, 2010 | B-score at 10 µM | 300,000 compounds, 0.39% hits | Short transient receptor potential channel 4 (Mus musculus), Q9QUQ5;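 active = B-score over 3 SD under the library average, no early fluorescence shift, positive overall ratio signal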
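Assay system: HEK293 cells with stable TRPC4beta plus mu-opioid receptor expression; Probe or stimulus: DAMGO in two steps, submaximal then maximal; Dosing: single-point compound dosing; Measured by: Fluo4 calcium-dye fluorescence, kinetic read; Read-out basis: B score from integrated Fluo4 fluorescence ratio.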
TRPC6 activator – mouse TRPC6 channel activators, primary screen, cell-based, HEK293, membrane potential dye; HEK293-TRPC6 membrane potential dye fluorescence; hits give high values; B-score at 10 µM; 310,000 compounds, 0.13% hits; AID 2550, 2010;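 active = B-score of the integrated fluorescence ratio above library mean plus 3 SD, and starting fluorescence ratio within library mean plus 5 SD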;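 also: higher score means more depolarization so channel activation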
Target sequence (Q61143 whole entry, looked up): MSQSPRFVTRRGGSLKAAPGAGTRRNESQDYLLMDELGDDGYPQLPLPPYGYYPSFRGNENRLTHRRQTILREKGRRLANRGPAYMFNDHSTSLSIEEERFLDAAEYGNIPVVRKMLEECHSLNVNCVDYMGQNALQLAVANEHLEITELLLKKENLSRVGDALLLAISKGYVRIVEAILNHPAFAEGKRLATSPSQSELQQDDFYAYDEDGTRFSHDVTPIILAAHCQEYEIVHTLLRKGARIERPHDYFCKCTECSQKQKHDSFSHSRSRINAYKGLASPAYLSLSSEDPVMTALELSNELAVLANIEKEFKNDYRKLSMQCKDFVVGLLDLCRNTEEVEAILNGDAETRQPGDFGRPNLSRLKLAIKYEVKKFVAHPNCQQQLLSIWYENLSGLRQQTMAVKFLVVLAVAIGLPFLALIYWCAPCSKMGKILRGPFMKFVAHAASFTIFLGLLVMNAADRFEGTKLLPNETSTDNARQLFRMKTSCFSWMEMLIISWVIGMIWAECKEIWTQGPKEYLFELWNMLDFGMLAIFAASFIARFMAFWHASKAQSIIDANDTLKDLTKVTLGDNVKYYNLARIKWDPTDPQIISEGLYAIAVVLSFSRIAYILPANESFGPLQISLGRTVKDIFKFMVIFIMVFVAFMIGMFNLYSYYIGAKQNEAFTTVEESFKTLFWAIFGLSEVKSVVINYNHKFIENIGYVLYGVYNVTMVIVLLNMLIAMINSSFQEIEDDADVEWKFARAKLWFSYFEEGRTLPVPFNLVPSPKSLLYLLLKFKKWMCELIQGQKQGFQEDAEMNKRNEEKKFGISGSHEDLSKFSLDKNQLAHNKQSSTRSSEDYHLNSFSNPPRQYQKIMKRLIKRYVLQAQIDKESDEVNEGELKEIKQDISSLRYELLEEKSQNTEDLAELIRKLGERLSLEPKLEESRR
TMEM16A inh – TMEM16A chloride channel inhibitors, primary screen, cell-based, HTS; HEK293 TMEM16A/YFP iodide influx fluorescence, ionomycin; normalized B-score (activity score, 25-100; higher = stronger inhibition) at 10 µM; AID 588511, 2011; 310,000 compounds, 1.2% hits;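 active = ratio plate-corrected score three or more library SD toward inhibition, starting fluorescence score within five deviations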;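 also: score derived from kinetic fluorescence span divided by baseline fluorescence per well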
TRPC6 inhibitor – mouse TRPC6 channel inhibitors, primary screen, cell-based, HEK293, membrane potential dye. Short transient receptor potential channel 6 (Mus musculus), Q61143. ACh-evoked depolarization; hits give low values. B-score at 10 µM. 310,000 compounds, 1.1% hits;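 active = B-score under library mean minus 3 SD, initial fluorescence not abnormally high, positive integrated signal ratio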;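 also: B-score derived from integrated fluorescence ratio over the kinetic read; more negative B-score means stronger inhibition of depolarization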
MrgX1 agonist – agonists of human MrgX1 receptor, primary screen, HEK293 cells, Fluo-4 calcium flux; Fluo-4 calcium fluorescence, agonist mode; hits give high values; B-score at 10 µM; 310,000 compounds, 0.44% hits; AID 588627, 2011;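 active = calcium response B-score plate-corrected fluorescence ratio at least 3 library SD, with starting fluorescence B-score inside 5 SD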
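System: HEK293 cells stably expressing human MrgX1 receptor; Dosing: test compound in the initial addition of three; Schedule: overnight plating, then 30 min 37 °C plus 30 min room-temperature dye loading; Detection: kinetic calcium dye fluorescence, Fluo-4 NW; Controls: per-plate positive and negative controls for Z′ factor.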
MrgX1 PAM – positive allosteric modulators of MrgX1, primary screen, HEK293 cells, Fluo-4 calcium flux. 310,000 compounds, 0.63% hits. AID 588675, 2011. Mas-related G-protein coupled receptor member X1 (Homo sapiens), Q96LB2. FDSS; hits give high values. B-score at 10 µM;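 active = plate-corrected calcium response at least 3 library SD above typical, normal starting fluorescence, not activating the receptor alone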;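 also: compound read alongside a low EC10 to EC30 dose of BAM8-22 agonist; peak minus trough fluorescence over baseline measured at the second addition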
* marks the source's active call; other numbers are inactive results; i = inactive; x = no result given.

SMILES	MrgX1 antagonist	SKKanGAS inh	ANO1 activ	TRPC4 agonist	TRPC4 potent	TRPC4 block	TRPC6 activator	TMEM16A inh	TRPC6 inhibitor	MrgX1 agonist	MrgX1 PAM
CN(CC(=O)Nc1c(Cl)cccc1Cl)C(=O)CCCN1C(=O)c2ccccc2C1=O	i	0	i	i	i	i	i	i	i	i	i
O=C(Cc1ccc(Cl)cc1)Nc1ccccc1Sc1ccccc1	i	1	i	i	i	i	i	i	i	i	i
O=C(O)c1ccc(CN2C(=O)c3ccccc3S2(=O)=O)cc1	i	8	i	i	i	i	i	i	i	i	i
c1ccc2c(c1)CCNC2c1ccncc1 (stereo not given)	i	-9	i	i	i	i	i	i	i	i	i
O=C(N/C(=C/c1cn(-c2ccccc2)nc1-c1ccccc1)C(=O)N1CCOCC1)c1ccc(Cl)cc1Cl	i	23	i	i	i	i	i	i	i	i	i
CN1C(=O)Cc2cc(S(=O)(=O)Nc3ccc(Cl)cc3)ccc21	i	5	i	i	i	i	i	i	i	i	i
O=C(Nc1nc2ccccc2c(=O)s1)c1ccco1	i	19	i	i	i	i	i	i	i	i	i
O=C(NCc1ccccn1)c1ccc(Cl)c(NC2=NC3CS(=O)(=O)CC3S2)c1 (stereo not given)	i	-2	i	i	i	i	i	i	i	i	i
CCn1c(SCC(=O)c2cc(OC)ccc2OC)nnc1C(C)C	i	3	i	i	i	i	i	i	i	i	i
CC(Cc1cccnc1)NC(=O)c1cc(COc2ccc(F)cc2Cl)on1 (stereo not given)	i	-4	i	i	i	i	i	i	i	i	i
C/C(=N/NS(=O)(=O)c1cc(C)ccc1C)c1ccc2c(c1)OCO2	i	13	i	i	i	i	i	i	i	i	i
N#CCSc1nc2sccc2c(=O)n1-c1ccccc1	i	-4	i	i	i	i	i	i	i	i	i
CN(C)C(=O)CSc1nnc(CCNC(=O)OC(C)(C)C)o1	i	3	i	i	i	i	i	i	i	i	i
O=C(c1[nH]ncc1-c1cccc(Br)c1)C1CO1 (stereo not given)	i	-3	i	i	i	i	i	i	i	i	i
CCCCCCSc1ccc([C@@H]2[C@H]3C(=O)N(CC)C(=O)[C@H]3[C@]3(C(=O)OC)CCCN23)cc1	i	x	i	x	x	x	x	i	x	i	i
CC(C)(C)n1nnnc1C(c1cccnc1)N(Cc1ccccc1)Cc1cccs1 (stereo not given)	-6*	16	i	i	i	i	i	i	i	i	i
CCCCNC(=O)[C@@H]1CCCN1S(=O)(=O)c1cccc2cccnc12	i	x	i	x	x	x	x	i	x	i	i
O=S(=O)(c1ccc2nc(-c3ccccc3)[nH]c2c1)N1CCN(c2cccc(Cl)c2)CC1	i	4	i	i	i	i	i	i	i	i	i
CC1CC(c2ccccc2)n2nc(NC(=O)CCc3ccccc3)nc2N1 (stereo not given)	i	-12	i	i	i	i	i	i	i	i	i
COc1cccc(-c2cc(C(=O)Nc3ccc(OC)c(OC)c3)no2)c1	i	-6	i	i	i	i	i	i	i	i	i
Cc1cc(C(C)(C)C)oc1C(=O)N(CC(=O)NC1CCCC1)c1cccc(C(F)(F)F)c1	i	0	i	i	i	i	i	i	i	i	i
CN1OC(COC(=O)c2ccc(Cl)cc2Cl)CC1c1ccccc1 (stereo not given)	i	0	i	i	i	i	i	i	i	i	i
O=C(COc1ccccc1-c1ccccc1)NNC(=O)NC1CCCCC1	i	14	i	i	i	i	i	i	i	i	i
COc1ccc(CN(C)C(=O)COC(=O)c2c(-c3ccccc3Cl)noc2C)cc1	i	0	i	i	i	i	i	i	i	i	i
Oc1ccccc1Cn1nnc2ccccc21	i	3	i	i	i	i	i	i	i	i	i
COc1cccc(CN2CCN(Cc3cc4ccccc4o3)CC2CCO)c1 (stereo not given)	i	0	i	i	i	i	i	i	i	i	i
O=C(NC1CC1)C1=C[C@@H](c2ccc(C(F)(F)F)cc2)C[C@@H](OCc2ccc(CO)cc2)O1	i	4	i	i	i	i	i	i	i	i	i
COC(=O)c1cc[n+](CC(=O)c2ccccc2)cc1	i	6	i	i	i	i	i	i	i	i	i
CCOC(=O)c1ccc(N/C(=N/S(=O)(=O)c2ccccc2)c2ccccc2)cc1	i	-7	i	i	i	i	i	i	i	i	i
CCCN1C(=O)C2(OCCO2)c2cc(Cl)ccc21	i	2	i	i	i	i	i	i	i	i	i
CCOC(=O)c1ccc(-c2ccc(/C=N/NC(=O)Cc3nnc(N)s3)o2)cc1	i	-4	i	i	i	i	i	i	i	i	i
C=CCNC(=S)NCC=C	i	7	i	i	i	i	i	i	i	i	i
COc1ccc(OC)c(/C=N/NC(=O)c2cnccn2)c1	i	2	i	i	i	i	i	i	i	i	i
C#CCOCCOCCOCCNc1nc(N2CCN(C(=O)CCCCCCCCCCNC(=O)Cn3cc(CCCCCN)nn3)CC2)nc(N2CCN(C(=O)CCCCCCCCCCNC(=O)Cn3cc(CCCCCN)nn3)CC2)n1	i	x	i	x	x	x	x	i	x	i	i
O=C(Cc1ccccc1)N1CCN=C1SCc1cccc([N+](=O)[O-])c1	i	6	i	i	i	i	i	i	i	i	i
COc1ccc(C(=O)Nc2ccccc2N2CCCCC2)cc1[N+](=O)[O-]	i	2	i	i	i	i	i	i	i	i	i
O=C(Nc1cnn(Cc2ccc(Cl)cc2)c1)c1cccs1	i	-6	i	i	i	i	i	i	i	i	i
S=C(NCC1CCCO1)N1CCN(c2nc(-c3ccc(Cl)cc3)cs2)CC1 (stereo not given)	i	9	i	i	i	i	i	i	i	i	i
c1csc(-c2nn3c(Cn4nnc5ccccc54)nnc3s2)c1	i	2	i	i	i	i	i	i	i	i	i
Cc1cccc(N2CCN(S(=O)(=O)c3c(C)[nH]c(C)c3C(=O)N3CCCC3)CC2)c1C	i	2	i	i	i	i	i	i	i	i	i
C=CCOc1ccc(Br)cc1CNC(C)(C)C	i	-3	i	i	i	i	i	i	-6.1*	i	i
NS(=O)(=O)c1ccc(NC(=O)C(Sc2ccccc2)c2ccccc2)cc1 (stereo not given)	i	4	i	i	i	i	i	i	i	i	i
COc1ccc2c(c1)C=Cc1ccccc1O2	i	-4	x	i	i	i	i	i	i	i	i
CC(C)n1c(SCC(=O)c2ccc3c(c2)OCCO3)nc2c1c(=O)n(C)c(=O)n2C	i	13	x	i	i	i	i	i	i	i	i
CCNS(=O)(=O)c1ccc(-c2ccc(-n3cnnn3)cc2)cc1	i	7	i	i	i	i	i	i	i	i	i

Two records picked at random from the list so far, as already listed:
SMILES	MrgX1 antagonist	SKKanGAS inh	ANO1 activ	TRPC4 agonist	TRPC4 potent	TRPC4 block	TRPC6 activator	TMEM16A inh	TRPC6 inhibitor	MrgX1 agonist	MrgX1 PAM
Cc1cccc(N2CCN(S(=O)(=O)c3c(C)[nH]c(C)c3C(=O)N3CCCC3)CC2)c1C	i	2	i	i	i	i	i	i	i	i	i
O=C(Cc1ccccc1)N1CCN=C1SCc1cccc([N+](=O)[O-])c1	i	6	i	i	i	i	i	i	i	i	i

More results follow:
SMILES	MrgX1 antagonist	SKKanGAS inh	ANO1 activ	TRPC4 agonist	TRPC4 potent	TRPC4 block	TRPC6 activator	TMEM16A inh	TRPC6 inhibitor	MrgX1 agonist	MrgX1 PAM
CC(=O)NC1=NN(C(C)=O)C(C)(c2cccc([N+](=O)[O-])c2)S1 (stereo not given)	i	-5	i	i	i	i	i	i	i	i	i
Cc1cc2nn(-c3cccc4ccccc34)nc2cc1NC(=O)c1cccs1	i	12	i	i	i	i	i	i	i	i	i
CC(=O)c1ccc(-c2ccc(Cn3c(C)nc4cc(N)c(C)nc43)cc2)cc1	i	3	i	i	i	i	i	i	i	i	i
C(=C\c1ccccc1)/CN1CCN(Cc2nc(Cc3ccccc3)no2)CC1	i	5	i	i	i	i	i	i	i	i	i
O=C(CN1CCOCC1)NNC(=S)Nc1ccccc1	i	5	i	i	i	i	i	i	i	i	i
COc1ccc(OCCCn2cccc2/C=C2/C(=N)N3OC(C)=CC3=NC2=O)cc1	i	-3	i	i	i	i	i	25*	i	i	i
CC(=O)Nc1ccc(NC(=O)C(C)OC(=O)CCC2CCCC2)cc1 (stereo not given)	i	2	i	i	i	i	i	i	i	i	i
COc1ccc(NC(=O)COC(=O)Cc2ccc(-c3ccccc3)cc2)c(OC)c1	i	2	i	i	i	i	i	i	i	i	i
CCS(=O)(=O)N1Cc2ccccc2CC1C(=O)Nc1nc2ccccc2s1 (stereo not given)	i	7	i	i	i	i	i	i	i	i	i
CN(Cc1ccccc1)c1nc2c(c(=O)n(C)c(=O)n2C)n1CCCc1ccccc1	i	6	i	i	i	i	i	i	i	i	8.9*
COCCn1c(-c2ccc(OC)cc2)cnc1SCC(=O)Nc1ccc(OC)cc1OC	i	-2	i	i	i	i	i	i	i	i	i
O=C(NCCCO)NC(=S)c1cccc2ccccc12	i	1	i	i	i	i	i	i	i	i	i
CCC(=O)N1CC2(CC(c3cccc(NC(=O)COc4ccc(Cl)cc4)c3)=NO2)C[C@@H]1C(N)=O (stereo not given in full)	x	-2	x	i	i	i	i	x	i	x	x
CCC(=O)N1CCN(c2ccc(OC)cc2[N+](=O)[O-])CC1	i	4	i	i	i	i	i	i	i	i	i
O=C(c1cccnc1NCc1ccc(F)cc1)N1CCOCC1	i	2	i	i	i	i	i	i	i	i	i
COc1ccc(C2C3=C(CCCC3=O)Nc3nc(C(F)(F)F)nn32)c(OC)c1OC (stereo not given)	i	-17	i	i	i	i	i	i	i	i	i
COc1cc(C(=O)n2cnc3ccccc32)c([N+](=O)[O-])cc1OC	i	0	i	i	i	i	i	i	i	i	i
O=C(N/C(=C/c1ccccc1Cl)C(=O)N1CCCC1)c1ccccc1	i	4	i	i	i	i	i	i	i	i	i

Source: PubChem (several laboratories)
